High-throughput results: PubChem, National Center for Advancing Translational Sciences (NCATS)
USP1 inh: USP1/UAF1 (human) deubiquitinase inhibition | O94782 | recombinant USP1/UAF1, Ub-Rhodamine cleavage fluorescence | Potency, µM (top dose mostly 57.1 µM), inactives show at the top dose activity change, negative = inhibition, most hits filed as inhibitors | 390,000 tested, 0.23% active | AID 743255; also: potency is read from the fitted curve at half-maximal effect; % is scaled to controls: 0 for no effect and ±100 for the full control effect; nearly all actives have a fitted effect of over 60% in size; inactives centre near -12
Target sequence (O94782 whole entry, looked up): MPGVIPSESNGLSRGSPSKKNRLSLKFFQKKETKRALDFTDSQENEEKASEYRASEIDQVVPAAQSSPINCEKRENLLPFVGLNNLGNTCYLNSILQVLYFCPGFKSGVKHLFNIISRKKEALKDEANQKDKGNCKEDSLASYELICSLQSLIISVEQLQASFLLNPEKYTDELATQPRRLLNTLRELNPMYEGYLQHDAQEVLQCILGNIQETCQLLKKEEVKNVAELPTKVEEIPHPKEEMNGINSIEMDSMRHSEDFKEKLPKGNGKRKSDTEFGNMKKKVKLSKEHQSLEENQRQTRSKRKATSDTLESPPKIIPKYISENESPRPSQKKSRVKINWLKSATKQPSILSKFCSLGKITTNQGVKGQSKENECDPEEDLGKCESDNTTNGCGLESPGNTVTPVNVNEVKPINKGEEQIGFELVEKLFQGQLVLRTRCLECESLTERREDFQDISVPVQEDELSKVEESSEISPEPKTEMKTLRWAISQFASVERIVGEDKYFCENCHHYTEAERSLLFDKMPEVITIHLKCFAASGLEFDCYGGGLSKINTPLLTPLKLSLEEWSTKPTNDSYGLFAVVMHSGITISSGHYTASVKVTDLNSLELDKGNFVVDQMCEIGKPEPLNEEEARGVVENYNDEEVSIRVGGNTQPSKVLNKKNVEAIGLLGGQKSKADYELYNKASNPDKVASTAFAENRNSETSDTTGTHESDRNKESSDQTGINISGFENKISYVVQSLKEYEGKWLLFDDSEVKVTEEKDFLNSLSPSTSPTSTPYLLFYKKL
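In this screen, compounds sit with the deubiquitinase complex (1nM) for 15 min at room temperature before Ub-Rho is added at 150nM final. Fluorescence rise is then followed for 6 reads every 60 seconds.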
TrxR1 substrate: rat thioredoxin reductase 1 substrate activity; AID 588456; 390,000 tested, 0.01% active; Potency, µM (top dose mostly 114 µM), inactives show at the top dose activity change, negative = substrate turnover; purified TrxR1 substrate turnover, NADPH consumption readout; also: potency is read from the fitted curve at half-maximal effect; % is scaled to controls: 0 for no effect and ±100 for the full control effect; nearly all actives have a fitted effect of over 50% in size
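Rat TrxR1, dispensed at 90 nM, was prereduced with 400 uM NADPH (final) for 5 min at ~22 deg C, then incubated with compound 15 min before 400 uM selenite. A first-read NADPH fluorescence drop versus no-compound background flagged substrates.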
TRHR enhancer: allosteric enhancers of human TRH receptor; P34981; TRHR cells, fluo-8 calcium fluorescence, EC20 TRH enhancement; enhancement, % at 2 µM; 360,000 tested, 0.66% active; in the data active = enhancement above about 30%; also: 0% is about no effect
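TRHR-expressing cells loaded with fluo-8 calcium dye were read kinetically (ex 480/em 530) during compound addition, then stimulated with an EC20 of TRH (10 nM final). Enhancement of the Gq-mediated intracellular calcium response was scored.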
D2 antag: D2 dopamine receptor (human) antagonism; HEK293 TREx D2 cells, calcium flux, dopamine EC80; inhibition, % at 10 µM; 340,000 tested, 2% active; AID 485344; in the data active = inhibition above about 30%; also: 0% is about no effect
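Calcium flux kinetic readout in an inducible HEK293 TREx D2 line plated overnight at 30 C. After 180 s compound exposure, an EC80 dopamine challenge follows with another 180 s kinetic read to detect antagonism.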
TRHR agonist: activates the human TRH receptor; AID 493084; activation, % at 2 µM; 360,000 tested, 0.18% active; TRHR cells, calcium flux fluo-8, FDSS agonist mode; P34981; in the data active = activation above about 30%; also: 0% is about no effect
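Read-out: compound-evoked intracellular calcium rise in TRHR cells, fluo-8 dye, kinetic FDSS fluorescence at 1 s/cycle following a 10-cycle baseline. Cells cultured overnight before dye loading (30 min–1.5 h, RT).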
TrxR1 inh: rat TrxR1 inhibition. 390,000 tested, 1% active. AID 588453. recombinant rTrxR1, NADPH fluorescence consumption, selenite substrate. Potency, µM (doses to about 114 µM), without a hit: top-dose activity change, negative = inhibition, usual class: inhibitors; also: potency is read from the fitted curve at half-maximal effect; % is scaled to controls: 0 for no effect and ±100 for the full control effect; nearly all actives have a fitted effect of over 65% in size
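Rat TrxR1 (90 nM in the dispensed reagent) was pre-reduced with 400 uM NADPH for 5 min at room temperature, then incubated with compound for 15 min. After 400 uM selenite was added, NADPH fluorescence (Ex 340/Em 450 nm) was followed for 8 min.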
PI4K2A inh: PI4K2A (human) kinase inhibition | purified PI4K2A, ADP-Glo luminescence, 1 h; hits give low values | 420,000 tested, 0.13% active | activity change, negative = inhibition, % at 76.9 µM; in the data active = activity change below about -50%; inconclusive = mostly about -30% to -49%;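 also: -100% = wells without enzyme as full effect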
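Compounds are screened against recombinant PI4K2A using PI as substrate and ATP, the latter dispensed at 300 microM. Reactions run one hour at ambient temperature before ADP-Glo detection; full inhibition defined by wells lacking enzyme.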
IDH1 R132H inh: inhibitors of human mutant IDH1 R132H | IDH1-R132H enzyme, NADPH consumption, diaphorase/resazurin fluorescence | Potency, µM (titrated, usually from 76.6 µM), for the others: at the highest dose activity change, negative = inhibition, usual class: inhibitors | 390,000 tested, 0.093% active | AID 602179; also: potency is read from the fitted curve at half-maximal effect; % is scaled to controls: 0 for no effect and ±100 for the full control effect; nearly all actives have a fitted effect of over 65% in size
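IDH1-R132H (0.5 ug/mL) preincubated 30 min with compound, then NADPH (0.016 mM) and alpha-KG (2 mM) added; 80 min at RT, pH 7.5. Remaining NADPH coupled via diaphorase/resazurin to fluorescence (540/590 nm); concentration-response curves normalized to no-enzyme control.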
D2 agonist: activates the human D2 dopamine receptor; 340,000 tested, 0.53% active; P14416; HEK293 T-REx D2 cells, calcium flux agonist mode; activation, % at 2 µM; AID 485358;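 active = activation over 3 SD above normal in the single-dose calcium agonist read, cut at about 30% in these data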; also: 0% is about no effect
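HEK293 Trex D2 cells, tetracycline-induced, o/n 30 C 5% CO2; no-wash Ca dye, RT 30–90 min; 10-cycle baseline, 23 nl cpd added, kinetic Ca read 180 s; agonist hits = positive Ca response.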
Starred values were filed as active, the others as inactive; u = inconclusive; x = not tested or not shown; [ ] = another dose, or the depositor's remark. Unless noted, calls follow the shape of the dose curve; as a rule, active = well fitted inhibition curve with a large enough effect; inconclusive = small, poorly fitted or top-dose-only effect; inactive = no such curve, though single readings can be large or run the other way. Only part of the results is shown, so the mix of outcomes need not match the whole.

Results follow in this order: USP1 inh | TrxR1 substrate | TRHR enhancer | D2 antag | TRHR agonist | TrxR1 inh | PI4K2A inh | IDH1 R132H inh | D2 agonist
Cn1c(O)c(C(c2ccncc2)c2c(O)n(C)c(=S)n(C)c2=O)c(=O)n(C)c1=S
    -4% | -9% | -3 | -7 | -0.2 | 7.9µM* | -11 | -5% | 1.0
CN1CCN(c2oc(-c3ccc(COc4ccccc4)o3)nc2C#N)CC1
    -5% | 27% | 0 | x | 0.6 | 15% | -3 | 24% | -0.5
O=C1CN=C(c2ccccc2Cl)c2cc(Cl)ccc2N1Cc1cccc(Cl)c1
    u | -5%[57.1 µM] | 2 | x | 0.4 | 26%[57.1 µM] | 0 | 3% | 0.8
COc1ccc(C(CC(=O)N2CCC3(CC2)OCCO3)NS(=O)(=O)c2ccc(OC)cc2)cc1 (stereo unspecified)
    -9% | 9% | 15 | -8 | 0.1 | 23% | -10 | 5% | 0.3
Cc1ccc2c(c1)C1CN(C)CCC1N2C(=O)c1ccco1 (stereo unspecified)
    10% | -1%[57.1 µM] | -3 | -11 | 1.2 | -4% | 2 | -3% | 1.4
OCCNCCc1c[nH]c2ccc(OCc3ccccc3)cc12
    -16% | 0% | 2 | 22 | 0.6 | 3% | 4 | 5% | 10
CN1C(=O)C(=Cc2ccc(Sc3ccccc3)o2)C(=O)N(C)C1=O
    0% | 6%[57.1 µM] | -1 | 3 | -0.1 | u | -7 | -1% | -0.2
COc1ccc(S(=O)(=O)N2CCOCC2)cc1NC(=O)COC(=O)Cc1ccccc1
    2% | -7% | x | x | x | 3% | -2 | -1% | x
O=C(NC(=S)N1C[C@H]2C[C@H](C1)c1cccc(=O)n1C2)c1ccc(Cl)cc1Cl
    u | 5% | 13 | -19 | 0.1 | 1% | 0 | -7% | 1.7
Clc1ccc2c(c1)C(c1ccccc1Cl)=NCc1nnc(N3CCN(CCSc4ccccc4)CC3)n1-2
    -10% | -7% | -9 | -7 | -0.5 | 2% | -2 | -21% | 0.3

Results follow in this order: USP1 inh | TrxR1 substrate | TRHR enhancer | D2 antag | TRHR agonist | TrxR1 inh | PI4K2A inh | IDH1 R132H inh | D2 agonist
C[C@H]1CC[C@@H]2N(C1)C[C@H]1[C@@H]3C[C@H]4[C@@H](CC(=O)[C@H]5C[C@@H](O)CC[C@@]54C)[C@@H]3CC[C@H]1[C@]2(C)O
    0% | -10% | 14 | x | 0.6 | -5% | -3 | -6% | x
COc1cc(OC)c(OC)cc1CNCCc1ccc(OC)c(OC)c1
    -16% | 1% | 1 | 10 | -0.4 | -13% | 4 | 2% | 0.4
O=C(c1cc2c(s1)-c1ccccc1OC2)N1CCC2(CC1)OCCO2
    -18% | 356%[activator] | -3 | -11 | 0.4 | 49%[activator] | -2 | -2% | -0.2
CN(C(=O)COC(=O)c1cn(C)c2ccccc12)C1CCCCC1
    -25% | -1% | 2 | 24 | -0.1 | 18% | 0 | -2% | -0.1
Cc1nc2nc(SCC(=O)N3CCC4(CC3)OCCO4)nn2c(C)c1Cc1ccccc1
    -7% | 9% | 2 | -12 | -0.1 | 5% | 3 | 2% | 0.2
Cc1cc(O)c2c(c1)OC(C)(C)C1=C2CC(C)CC1 (stereo unspecified)
    -21% | -1% | -8 | 4 | 0.5 | 7% | 7 | 3% | -0.3
O=C(Nc1ccccc1OC(=O)N1CCOCC1)N1CCOCC1
    -6% | 3% | 15 | -11 | 1.0 | 9% | 8 | 9% | 0.5
CN1C(=O)/C(=C/c2ccc(N3CCCCCC3)o2)C(=O)NC1=S
    u | -3% | 2 | 3 | 25 | u | -8 | 5% | 16
Cc1nc2ccccc2c(=O)n1-c1ccc(Br)cc1[N+](=O)[O-]
    -10% | 3% | -2 | 25 | -0.2 | 12% | 4 | -15% | 0.5
N#CC1C(C#N)C2CCC1C1C2N1c1ccccc1 (stereo unspecified)
    -12% | 14%[57.1 µM] | x | x | x | 29%[57.1 µM] | -8 | 2% | x

Results follow in this order: USP1 inh | TrxR1 substrate | TRHR enhancer | D2 antag | TRHR agonist | TrxR1 inh | PI4K2A inh | IDH1 R132H inh | D2 agonist
COc1ccc(OC)c(-n2c(O)c(/C=C3\C=Nc4ccccc43)c(=O)[nH]c2=O)c1
    -23% | -4% | 5 | 11 | 1.2 | -16% | -9 | -2% | 1.7
O=C(c1ccc(Cl)cc1)C1CCCN(C2CCSCC2)C1 (stereo unspecified)
    -25% | 2%[57.1 µM] | -1 | 6 | -0.1 | 3%[57.1 µM] | 3 | 3% | -1.3
O=S1(=O)CC2(N3CCOCC3)CCCCC21 (stereo unspecified)
    -4% | 3% | -4 | x | 1.3 | 10% | -7 | 0% | x
C=C(C)[C@@H]1[C@H]2OC(=O)[C@H]1[C@]1(O)C[C@H]3O[C@]34C(=O)O[C@H]2[C@]14C
    -18% | 6% | x | x | x | 14% | 1 | -7% | x
CCC(=NCc1cccnc1)c1c(O)n(-c2ccccc2C)c(=O)[nH]c1=O
    -4% | -3%[57.1 µM] | 5 | -2 | 0.5 | 7%[57.1 µM] | -2 | 8% | 0.2
COC(=O)C1=C(c2c(C)noc2C)C[C@@H]2CC[C@H]1N2C(=O)NCCOc1ccc(OC)cc1
    0% | -6% | -5 | -4 | -0.2 | -10% | 0 | -4% | -0.2
CCOP(=O)(Cc1ccc(C(=O)CC)o1)OCC
    -1% | 4% | 0 | -12 | -1.1 | -1%[57.1 µM] | -7 | 14% | -0.4
CCCCOc1ccc(CN2CCN(CC)CC2)cc1
    -20% | 2% | 12 | 5 | -0.6 | 18% | 1 | 12% | 0.6
CC1CC(OC(=O)c2ccccc2)(c2ccccc2)C(C)CN1C (stereo unspecified)
    -8% | -18%[11.4 µM] | -11 | 8 | -0.6 | 19%[11.4 µM] | -4 | 5% | 0.6
CN1/C(=C\C=C2C(=O)NC(=S)NC2=O)C(C)(C)c2ccccc21
    u | -4%[57.1 µM] | 6 | 31* | 175* | 2%[57.1 µM] | -2 | -17% | 128*

Results follow in this order: USP1 inh | TrxR1 substrate | TRHR enhancer | D2 antag | TRHR agonist | TrxR1 inh | PI4K2A inh | IDH1 R132H inh | D2 agonist
CC(C)CN1CCN(Cc2cccc3c2OCO3)CC1CCO (stereo unspecified)
    -18% | 12%[57.1 µM] | 6 | 5 | 0.6 | 42%[activator][57.1 µM] | 0 | 0% | 0.2
C1CNC2NCCNC2N1 (stereo unspecified)
    -6% | 5% | 0 | -12 | -0.3 | 17% | -4 | 7% | 0.9
CCC(=Nc1ccc2c(c1)CCC2)c1c(O)n(-c2ccc(OC)cc2)c(=O)[nH]c1=O
    -4% | 16%[57.1 µM] | 3 | x | -0.6 | 40%[activator][57.1 µM] | -1 | 11% | x
CN(C)C(=O)Oc1ccc(-c2nnco2)cc1
    u | 5%[57.1 µM] | 4 | 2 | -1.1 | 12%[57.1 µM] | -4 | -8% | -0.6
Cc1c(N=Nc2c(O)n(Cc3ccccc3)c(=O)[nH]c2=O)c(=O)n(-c2ccccc2)n1C
    -2% | -17% | -1 | 4 | 0.5 | -12% | -8 | 4% | 1.0
CCOP(=O)(OCC)C(NC(=O)c1ccccc1Cl)=C(Cl)Cl
    -15% | -8% | 2 | -10 | -0.5 | -12% | 2 | 9% | -1.2
O=C(c1cc(C(=O)NCc2ccccc2)c(=O)n(Cc2ccccc2)c1)c1cc(Cl)ccc1O
    -2% | -10% | -3 | -6 | 0.2 | -20% | -10 | 1% | -0.2
CCCOC(=O)c1ccc(-[n+]2c(-c3ccccc3)cc(-c3ccccc3)cc2-c2ccccc2)cc1
    -6% | -13% | 9 | 2 | 1.5 | -10% | -8 | -11% | 16
NNCc1cccc(O)c1
    -23% | 1% | -1 | -22 | 0.0 | u | 1 | 17% | -0.4
COC(=O)C1=C(c2ccc(F)cc2OCc2ccccc2)C[C@@H]2CC[C@H]1N2C(=O)NCc1ccc(Cl)cc1
    -2% | -2% | -6 | -6 | 0.8 | 19% | -1 | -8% | 0.2

Retrieved by structure from the list above, three records:
Results follow in this order: USP1 inh | TrxR1 substrate | TRHR enhancer | D2 antag | TRHR agonist | TrxR1 inh | PI4K2A inh | IDH1 R132H inh | D2 agonist
COC(=O)C1=C(c2ccc(F)cc2OCc2ccccc2)C[C@@H]2CC[C@H]1N2C(=O)NCc1ccc(Cl)cc1
    -2% | -2% | -6 | -6 | 0.8 | 19% | -1 | -8% | 0.2
NNCc1cccc(O)c1
    -23% | 1% | -1 | -22 | 0.0 | u | 1 | 17% | -0.4
O=C(c1cc(C(=O)NCc2ccccc2)c(=O)n(Cc2ccccc2)c1)c1cc(Cl)ccc1O
    -2% | -10% | -3 | -6 | 0.2 | -20% | -10 | 1% | -0.2

Additional records:
Results follow in this order: USP1 inh | TrxR1 substrate | TRHR enhancer | D2 antag | TRHR agonist | TrxR1 inh | PI4K2A inh | IDH1 R132H inh | D2 agonist
FC(F)(F)c1cccc(NC2=NCCCS2)c1
    -8% | -6% | 2 | 4 | -0.1 | 9% | 4 | -15% | 0.7
O=C1NC(=O)C(=Cc2ccc(SC3CCCCC3)o2)C(=O)N1
    u | -3% | 2 | -1 | 0.3 | u | -27 | 0% | 0.5
CN1CC[C@]23c4c5ccc(OC6OC(C(=O)O)[C@@H](O)C(O)[C@H]6O)c4OC2C(O)C=CC3[C@H]1C5 (stereo partly specified)
    u | -9% | x | x | x | 5% | -1 | -9% | x
Cc1cc(C(=O)OCC(=O)Nc2cccc(F)c2)c(C)n1C1CC1
    -18% | -6% | 0 | -24 | 0.3 | 9% | -3 | 3% | 0.3
C=CCN1C(=O)NC(=O)/C(=C/c2cnc(SC)nc2)C1=O
    -4% | 10%[57.1 µM] | 7 | -3 | -0.3 | 14µM* | -9 | 0% | 0.3
COc1ccc(CCn2c(O)c(C=NCCN3CCCCC3)c(=O)[nH]c2=O)cc1OC
    -18% | 5% | -4 | 14 | 0.8 | 1% | 0 | -1% | -0.2
CCN1C(=O)NC(=O)/C(=C\c2cn(CC(=O)O)c3ccccc23)C1=O
    x | x | -3 | -3 | 0.3 | x | x | x | 0.5
Cn1cc2c([N+](=O)[O-])cc([N+](=O)[O-])cc2n1
    x | x | -2 | 1 | 0.1 | x | x | x | -0.4
